GCN5L2 inh = blocks human GCN5L2 histone acetyltransferase | Q92830 | GCN5L2 HAT assay, ThioGlo1 CoA-SH fluorescence | Potency, µM (series often up to 58.9 µM), for the others: top-dose activity change, negative = inhibition, most hits filed as inhibitors | hit rate 0.21% among 390,000 | AID 504327
Target sequence (Q92830 whole entry, looked up): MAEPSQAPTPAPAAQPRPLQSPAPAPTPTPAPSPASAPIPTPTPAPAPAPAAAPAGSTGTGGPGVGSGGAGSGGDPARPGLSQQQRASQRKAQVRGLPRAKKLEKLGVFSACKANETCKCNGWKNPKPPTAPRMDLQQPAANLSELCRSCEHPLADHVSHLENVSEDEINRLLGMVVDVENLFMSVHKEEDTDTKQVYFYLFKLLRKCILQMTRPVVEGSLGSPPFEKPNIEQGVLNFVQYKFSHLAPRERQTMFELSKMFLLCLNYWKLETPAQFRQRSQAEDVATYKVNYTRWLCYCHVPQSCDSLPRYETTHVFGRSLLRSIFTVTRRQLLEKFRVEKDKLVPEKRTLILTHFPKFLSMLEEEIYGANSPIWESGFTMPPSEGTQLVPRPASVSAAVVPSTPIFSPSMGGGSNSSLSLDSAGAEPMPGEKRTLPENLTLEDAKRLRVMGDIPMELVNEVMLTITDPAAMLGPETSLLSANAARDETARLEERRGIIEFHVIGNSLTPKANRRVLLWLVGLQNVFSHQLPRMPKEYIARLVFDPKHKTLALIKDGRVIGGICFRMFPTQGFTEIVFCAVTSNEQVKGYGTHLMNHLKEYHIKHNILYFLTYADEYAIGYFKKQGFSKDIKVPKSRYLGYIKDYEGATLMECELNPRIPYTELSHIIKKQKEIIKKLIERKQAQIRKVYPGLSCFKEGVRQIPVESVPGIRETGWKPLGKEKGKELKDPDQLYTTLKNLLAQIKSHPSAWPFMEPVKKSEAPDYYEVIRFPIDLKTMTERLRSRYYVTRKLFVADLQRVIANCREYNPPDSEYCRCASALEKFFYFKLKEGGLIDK
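Free CoA generated was detected with ThioGlo1 (50uM) fluorescence at Ex340nm/Em540nm, read immediately and after 20 min at room temperature. Enzyme, 20 nM in HEPES pH 7.5 buffer, saw compounds 15 min before adding 75uM H3(1-25) peptide and 70uM acetyl-CoA.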
N370S GC = N370S glucocerebrosidase modulation, Gaucher chaperone candidate | P04062 | N370S GC spleen homogenate, 4MU-glucoside fluorescence | Potency, µM (doses to about 59.4 µM), without a hit: top-dose activity change, negative = inhibition, usual class: inhibitors | hit rate 0.092% among 330,000 | AID 2101;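 also: 0% = full enzyme activity and -100% = no enzyme basal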
FEN1 inh = inhibitors of human flap endonuclease 1 | P39748 | Recombinant FEN1 flap cleavage, fluorescence, 15 min | Potency, µM (doses to about 114 µM), for inactives: at the top dose activity change, negative = inhibition, most hits filed as inhibitors | hit rate 0.35% among 390,000 | AID 588795; also: nearly all actives have a fitted effect of over 65% in size
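Quantitative HTS format: each compound was titrated, incubated with 10 nM nuclease for 15 min at room temperature, then challenged with flap substrate at 50 nM final. Signal change over 15 min gave concentration–effect curves.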
Active calls of the source: *; ? = inconclusive; · = not tested or not shown; & = joins results of further samples. Calls follow the shape of the dose curve; as a rule, active = well fitted curve in the direction sought with a large enough effect; inconclusive = small, poorly fitted or top-dose-only effect, or another doubt; inactive = no such curve, though single readings can be large; an effect the other way counts as inactive or inconclusive. Unless noted, % is scaled to controls: 0 for no effect and ±100 for the full control effect; potency is read from the fitted curve at half-maximal effect. Random draw from the library; about 0.54% have a hit in one of these screens.

| # | smiles | GCN5L2 inh | N370S GC | FEN1 inh |
| --- | --- | --- | --- | --- |
| 1 | Nc1nc2ccc(C(=O)Nc3ccc(N4CCOCC4)cc3)cc2s1 | -10% | · | -15% |
| 2 | CN(C)C(CNC(=O)c1ccc(C(F)(F)F)cc1)c1ccco1 (stereo not drawn) | 0% | -4% | 19% |
| 3 | CC(=O)Nc1ccc(NC(=O)CSc2nnc3ccc(-c4cccnc4)nn23)cc1 | -4% | -24% | 1% |
| 4 | CCn1nc(C(=O)NNC(=O)c2ccc(OC(F)F)cc2)c2ccccc2c1=O | -2% | · | 0% |
| 5 | CCCOc1ccc(-c2cnc(N)s2)cc1 | 2% | 1% | 6% |
| 6 | COc1cccc(Cn2c(=O)n(CC3CCC(C(=O)N4CCOCC4)CC3)c(=O)c3sccc32)c1 (stereo not drawn) | 3% | · | -1% |
| 7 | NS(=O)(=O)c1cccc(NC(=O)COC(=O)Cc2ccc(S(=O)(=O)N3CCCCC3)s2)c1 | 1% | -18% | -16% |
| 8 | O=c1c(Cc2ccc(Cl)cc2Cl)c(O)ccn1CC(F)(F)F | 21% | -42% | 3% |
| 9 | O=C(/C=C/Nc1ccc(F)cc1F)c1cccs1 | ? | 6% | -9% |
| 10 | CCC(=O)n1nc(-c2cccnc2)nc1NCc1ccc(OC)cc1 | -1% | -11% | -10% |
| 11 | O=C(Nc1ccc(CN2CCOCC2)cc1)c1ccccc1F | 2% | 3% | 0% |
| 12 | CNC(=O)c1ccc(NC(=O)Nc2ccccc2)cc1 | -3% | -19% | 3% |
| 13 | CCOc1ccc(S(=O)(=O)NC(C)C(=O)NCc2ccncc2)cc1 (stereo not drawn) | 0% | -3% | -16% |
| 14 | Cc1ccc(OCC(=O)Nc2ccccc2C(=O)OCc2cc(=O)n3ccsc3n2)cc1 | 1% | · | -2% |
| 15 | CCN(CC)c1ccc(NC(=O)c2ccc(=O)[nH]c2)cc1S(=O)(=O)Nc1ccccc1OC | ? | -24% | -3% |

Next records.
| # | smiles | GCN5L2 inh | N370S GC | FEN1 inh |
| --- | --- | --- | --- | --- |
| 16 | CC(=O)Nc1ccc(S(=O)(=O)Nc2nc(C)nc3sc4c(c23)CCC4)cc1 | -5% | -16% | 6% |
| 17 | COc1ccc(CNC(=O)C2CCN(C(=O)c3cccc(Cl)c3)CC2)cc1 | 0% | -14% | 4% |
| 18 | CCCc1c(C(=O)N/N=C/c2ccco2)nnn1-c1nonc1N | -15% | 1% | 18% |
| 19 | Clc1ccc(-c2nc3ccccc3nc2-c2ccccc2)cc1 | -6% | -6% | -12% |
| 20 | O=C(c1cccc(OCc2ccccc2)c1)N1CCOCC1 | -2% | -14% | 1% |
| 21 | O=C(c1ccc2c(c1)N(Cc1ccc(F)cc1)C(=O)c1ccccc1S2=O)N1CCC(Cc2ccccc2)CC1 (stereo not drawn) | -3% | · | 10% |
| 22 | Cc1cc(C(=O)CCC(=O)NC(C)c2ccc(S(N)(=O)=O)cc2)c(C)s1 (stereo not drawn) | -3% | -4% | -2% |
| 23 | O=C(Nc1ccc(Cn2nnc3ccccc32)cc1)c1ccco1 | 0% | 0% | -6% |
| 24 | O=C(c1cc(S(=O)(=O)N2CCOCC2)ccc1Cl)N1CCc2ccccc2C1 | -3% | -10% | -2% |
| 25 | CC[C@@]1(C(=O)OC)N[C@H](CN(C)S(=O)(=O)c2ccccc2)[C@@H]2C(=O)N(C)C(=O)[C@@H]21 | -1% | · | -16% |
| 26 | COc1ccc(CCNC(=O)CNC(=O)c2ccc3c(c2)OCO3)cc1OC | -7% | 0% | 0% |
| 27 | O=C(CCSc1nnc(-c2ccncc2)o1)Nc1cccc2ccccc12 | -1% | 13% | 1% |
| 28 | Cc1ccc(C(=O)NC(C)c2ccc(-n3ccnc3)cc2)c(C)c1 (stereo not drawn) | 3% | -3% | 20% |
| 29 | CCOC(=O)NC(CC(=O)O)c1ccc(OCC)cc1 (stereo not drawn) | -6% | 6% | 1% |
| 30 | Cc1cc(C(=O)NCC23CC4CC(CC(C4)C2)C3)c(C)o1 | 18% | -1% | · |

More entries:
| # | smiles | GCN5L2 inh | N370S GC | FEN1 inh |
| --- | --- | --- | --- | --- |
| 31 | COCCn1c(=O)c(-c2cccs2)nc2cnc(OC)nc21 | ? | ? | · |
| 32 | CC(C)(C)c1ccc(COC(=O)Nc2ccc(F)cc2)cc1 | -3% | 20% | 2% |
| 33 | CCN(CC)CP(=O)(c1ccccc1)c1ccccc1 | -4% | -11% | 3% |
| 34 | COc1ccc(OCCSCc2nnc(NC(=O)Nc3ccc(Cl)cc3)s2)cc1 | -2% | -23% | 0% |
| 35 | O=c1cc2ncc(-c3[nH]ncc3[N+](=O)[O-])cn2[nH]1 | 16% | 15% | -21% |
| 36 | CN(C(=O)Cn1nnc(-c2cccc(C(F)(F)F)c2)n1)C1CCCCC1 | -2% | 9% | -5% |
| 37 | CC(=O)c1ccc(NC(=O)c2nc3nc(C)cc(C(F)F)n3n2)cc1 | 3% | · | -5% |
| 38 | CCOc1ccc(/C(O)=C2/C(=O)C(=O)N(CCOCCO)C2c2ccccn2)cc1 (stereo not drawn) | -8% | 2% | -2% |
| 39 | CCOc1ccc(-c2nc(CSCC(=O)NCCc3ccccc3)c(C)o2)cc1 | -7% | · | ? |
| 40 | O=C(O)CC(NCc1ccco1)C(=O)OCCCl (stereo not drawn) | -4% | -6% | 15% |
| 41 | CCOc1ccc(C(=O)c2nc3c(n2O)CCCCC3)cc1 | -8% | 11% | 6% |
| 42 | Cc1ccc(-c2nc(S(=O)(=O)c3ccc(C)cc3)c(SCC(=O)Nc3ccc(F)cc3)o2)cc1 | 0% | · | 16% |
| 43 | O=c1cc(N2CCN(Cc3ccccc3)CC2)[nH]c(=O)n1Cc1ccc(F)cc1 | 1% | -23% | -2% |
| 44 | CCc1ccc(CNC(=O)c2nn(C)c3c2CS(=O)(=O)c2ccccc2-3)cc1 | -8% | 3% | -18% |
| 45 | COC(=O)C(Cc1ccc(OC(=O)c2ccc(C)cc2)cc1)N1Cc2ccccc2C1=O (stereo not drawn) | -4% | 15% | -16% |

The list continues:
| # | smiles | GCN5L2 inh | N370S GC | FEN1 inh |
| --- | --- | --- | --- | --- |
| 46 | Cc1cccc(-n2ccnc2CN2CCC(CO)(Cc3ccccc3)CC2)c1 | -8% | -2% | 5% |
| 47 | CCOc1ccccc1OCc1nn2c(COc3ccccc3)nnc2s1 | -20% | 3% | -3% |
| 48 | Cc1sc2nc(CSc3ccccc3)nc(N3CCOCC3)c2c1C | -4% | ? | -7% |
| 49 | CCN(CC)CCN(Cc1cc2cc3c(cc2[nH]c1=O)OCCO3)C(=S)NC | -2% | ? | 8% |
| 50 | CCc1c(C)nc2nncn2c1NCc1ccccc1 | 3% | · | -1% |
| 51 | O=C(c1csnn1)N1CCC2(CCCN(C(c3ccccc3)c3ccccc3)C2)CC1 | -20% | 6% | · |
| 52 | Cn1c2ccccc2n2c(=O)c(=O)n(CC(=O)c3ccc(F)cc3)nc12 | -15% | -14% | -7% |
| 53 | Clc1ccccc1CNCC1CCCO1 (stereo not drawn) | -1% | -1% | -2% |
| 54 | NS(=O)(=O)c1ccc(CNC(=O)c2ccc(NS(=O)(=O)c3ccc4[nH]c(=O)[nH]c4c3)cc2)cc1 | -1% | -17% | -7% |
| 55 | Cc1cc(C)c2c(=O)cc(C(=O)Nc3ccccc3Cl)oc2c1 | -2% | · | -4% |
| 56 | COc1ccccc1N1CCN(C(=O)CCn2c(=O)[nH]c3ccsc3c2=O)CC1 | -3% | 5% | -6% |
| 57 | CCCC[C@@H]1CCCO[C@@](C(=O)NCc2ccc(C)o2)(C(F)(F)F)C1 | · | -3% | -14%&-2% |
| 58 | CS(=O)(=O)c1ccc(C(=O)Nc2ccc(N3CCCCC3)cc2)c(Cl)c1 | 0% | 8% | -1% |
| 59 | CCC(C(=O)N1CCc2ccccc2C1)n1nc(C)n2c(cc3occc32)c1=O (stereo not drawn) | -2% | -10% | -5% |
| 60 | CCC(C)N(C(=O)CSc1nc(C)c(C)c(C)c1C#N)C1CCS(=O)(=O)C1 (stereo not drawn) | -1% | · | 4% |

(further entries)
| # | smiles | GCN5L2 inh | N370S GC | FEN1 inh |
| --- | --- | --- | --- | --- |
| 61 | COc1ccccc1CC(=O)Nc1ccc(Cl)cc1C(=O)O | 1% | -8% | 1% |
| 62 | COc1ccc(NC(=O)COC(=O)CCSc2ccccc2)cc1OC | ? | · | 15% |
| 63 | CCCN1CCN(S(=O)(=O)c2ccc(-n3cnnn3)cc2)CC1 | -9% | -6% | 20% |
| 64 | NC(=S)NC1CC2C=CC1C2 (stereo not drawn) | -3% | 2% | 1% |
| 65 | Cn1nccc1C(=O)Nc1cccc(S(=O)(=O)N2CCOCC2)c1 | -17% | -2% | -13% |
| 66 | Cc1ccc(N2CN(S(=O)(=O)c3cccc([N+](=O)[O-])c3)c3nc4ccccc4nc32)cc1 | -26% | -12% | -3% |
| 67 | CCOC(=O)C(CC)Sc1nnc2c3cc(C)ccc3n(C)c2n1 (stereo not drawn) | -4% | ? | 14% |
| 68 | Cc1cc(C)c(NC(=O)CN2C(=O)c3cccnc3Oc3ccc(Cl)cc32)c(C)c1 | -12% | · | 14% |
| 69 | CCOC(=O)N1CCN(S(=O)(=O)N2CCCC(C(=O)NCc3ccccc3OC)C2)CC1 (stereo not drawn) | -3%&-5% | 1% | -8%&-1% |
| 70 | COc1ccc2[nH]cc(CCNc3ncncc3-c3ccc(C(=O)N(C)C)cc3)c2c1 | -10% | -25% | · |
| 71 | CC(C)CCn1c(Oc2ccccc2Cl)nc2c1c(=O)n(C)c(=O)n2C | -8% | 10% | -24% |
| 72 | Cc1ccc(CS(=O)(=O)c2ncc(Cl)c(C(=O)Nc3nc4ccc(C)cc4s3)n2)cc1 | -10% | · | 19% |
| 73 | O=C(CNC(=O)c1ccccc1F)OCCOc1cccc(Cl)c1 | -22% | 0% | -3% |
| 74 | CCOC(=O)c1cnc2ccc(C)cc2c1OCc1cc(F)cc(F)c1 | -7% | 20% | 5% |
| 75 | O=C(c1ccc(F)cc1)c1ccc(N2CCCC2)cc1 | -4% | ? | 7% |

19 successive compounds from above:
| # | smiles | GCN5L2 inh | N370S GC | FEN1 inh |
| --- | --- | --- | --- | --- |
| 1 | Nc1nc2ccc(C(=O)Nc3ccc(N4CCOCC4)cc3)cc2s1 | -10% | · | -15% |
| 2 | CN(C)C(CNC(=O)c1ccc(C(F)(F)F)cc1)c1ccco1 (stereo not drawn) | 0% | -4% | 19% |
| 3 | CC(=O)Nc1ccc(NC(=O)CSc2nnc3ccc(-c4cccnc4)nn23)cc1 | -4% | -24% | 1% |
| 4 | CCn1nc(C(=O)NNC(=O)c2ccc(OC(F)F)cc2)c2ccccc2c1=O | -2% | · | 0% |
| 5 | CCCOc1ccc(-c2cnc(N)s2)cc1 | 2% | 1% | 6% |
| 6 | COc1cccc(Cn2c(=O)n(CC3CCC(C(=O)N4CCOCC4)CC3)c(=O)c3sccc32)c1 (stereo not drawn) | 3% | · | -1% |
| 7 | NS(=O)(=O)c1cccc(NC(=O)COC(=O)Cc2ccc(S(=O)(=O)N3CCCCC3)s2)c1 | 1% | -18% | -16% |
| 8 | O=c1c(Cc2ccc(Cl)cc2Cl)c(O)ccn1CC(F)(F)F | 21% | -42% | 3% |
| 9 | O=C(/C=C/Nc1ccc(F)cc1F)c1cccs1 | ? | 6% | -9% |
| 10 | CCC(=O)n1nc(-c2cccnc2)nc1NCc1ccc(OC)cc1 | -1% | -11% | -10% |
| 11 | O=C(Nc1ccc(CN2CCOCC2)cc1)c1ccccc1F | 2% | 3% | 0% |
| 12 | CNC(=O)c1ccc(NC(=O)Nc2ccccc2)cc1 | -3% | -19% | 3% |
| 13 | CCOc1ccc(S(=O)(=O)NC(C)C(=O)NCc2ccncc2)cc1 (stereo not drawn) | 0% | -3% | -16% |
| 14 | Cc1ccc(OCC(=O)Nc2ccccc2C(=O)OCc2cc(=O)n3ccsc3n2)cc1 | 1% | · | -2% |
| 15 | CCN(CC)c1ccc(NC(=O)c2ccc(=O)[nH]c2)cc1S(=O)(=O)Nc1ccccc1OC | ? | -24% | -3% |
| 16 | CC(=O)Nc1ccc(S(=O)(=O)Nc2nc(C)nc3sc4c(c23)CCC4)cc1 | -5% | -16% | 6% |
| 17 | COc1ccc(CNC(=O)C2CCN(C(=O)c3cccc(Cl)c3)CC2)cc1 | 0% | -14% | 4% |
| 18 | CCCc1c(C(=O)N/N=C/c2ccco2)nnn1-c1nonc1N | -15% | 1% | 18% |
| 19 | Clc1ccc(-c2nc3ccccc3nc2-c2ccccc2)cc1 | -6% | -6% | -12% |

The results go on.
| # | smiles | GCN5L2 inh | N370S GC | FEN1 inh |
| --- | --- | --- | --- | --- |
| 76 | CC(C)c1ccc(NC(=O)Cc2ccc(NC3=NC4CS(=O)(=O)CC4S3)cc2)cc1 (stereo not drawn) | ? | -8% | -7% |
| 77 | CCN(CCn1cccn1)C(=O)c1cc(COc2ccc(F)cc2Cl)on1 | -5% | 0% | -2% |
| 78 | O=C(COC(=O)c1cc(=O)[nH]c2ccccc12)Nc1cccc(S(=O)(=O)N2CCOCC2)c1 | -4% | 13% | 12% |
| 79 | COCCCNC(=O)c1sc2ncnc(N3CCc4ccccc4C3)c2c1C | -7% | 7% | -3% |

Bioassay records: PubChem, National Center for Advancing Translational Sciences (NCATS)
